Screening data from PubChem.
CHO-K1 Ca PAM – M1 PAM counterscreen hit in parental CHO-K1 cells | ATP EC20, Fluo-8 calcium fluorescence; 0% at ATP EC20, 100% at ATP max | activation, % at 3 µM | hit rate 0.02% among 360,000 | AID 602247;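 active = activation above the run cutoff, the mean activation of all test compounds plus 3 SD, cut at about 40% in these data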;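 note: peak over basal fluorescence ratio in a 140 s read after ATP addition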
TAAR1 antag – human TAAR1 antagonism; Q96RJ0; CHO RD-HGA16 TAAR1, Fluo-8 calcium fluorescence, antagonist; inhibition, % at 3 µM; hit rate 1.5% among 360,000;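 active = inhibition above a per-plate cutoff, the mean inhibition of test compounds on that plate plus 3 SD, cut at about 49% in these data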;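 note: 0% = DMSO plus EC80 beta-PEA response and 100% = DMSO alone without agonist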
Target sequence (Q96RJ0 whole entry, looked up): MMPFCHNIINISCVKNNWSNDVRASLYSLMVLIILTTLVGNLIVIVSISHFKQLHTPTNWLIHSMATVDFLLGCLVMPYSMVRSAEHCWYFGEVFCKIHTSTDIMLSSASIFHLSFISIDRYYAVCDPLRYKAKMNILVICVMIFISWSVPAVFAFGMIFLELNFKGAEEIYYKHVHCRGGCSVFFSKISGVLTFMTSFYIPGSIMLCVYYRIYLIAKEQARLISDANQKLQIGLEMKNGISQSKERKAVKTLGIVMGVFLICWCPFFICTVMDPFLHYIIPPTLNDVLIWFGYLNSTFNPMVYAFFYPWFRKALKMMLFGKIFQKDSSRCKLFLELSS
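Test system: RD-HGA16 CHO cells with stable hTAAR1 and Gα16 / Probe or stimulus: EC80 β-phenethylamine stimulus / Times: seeding 17-24 h prior, 75-min 37 °C, 30-min RT dye loading / Detection: Fluo-8 calcium-sensitive fluorescence / Read-out basis: % inhibition scaled between DMSO and EC80 PEA controls / Repeats: singlicate, one well per test compound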
M1 antag – blocks human M1 muscarinic receptor. P11229. CHO-K1 hM1, Fluo-8 calcium fluorescence, ACh EC80 antagonist. inhibition, % at 3 µM. hit rate 1.3% among 360,000. AID 588852;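 active = percent inhibition above its own plate's cutoff, namely the mean of that plate's compound wells plus 3 SD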;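 note: peak over basal fluorescence ratio during 140 s after agonist addition; 0% = ACh EC80 plus DMSO and 100% = DMSO alone without agonist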
Target sequence (P11229 whole entry, looked up): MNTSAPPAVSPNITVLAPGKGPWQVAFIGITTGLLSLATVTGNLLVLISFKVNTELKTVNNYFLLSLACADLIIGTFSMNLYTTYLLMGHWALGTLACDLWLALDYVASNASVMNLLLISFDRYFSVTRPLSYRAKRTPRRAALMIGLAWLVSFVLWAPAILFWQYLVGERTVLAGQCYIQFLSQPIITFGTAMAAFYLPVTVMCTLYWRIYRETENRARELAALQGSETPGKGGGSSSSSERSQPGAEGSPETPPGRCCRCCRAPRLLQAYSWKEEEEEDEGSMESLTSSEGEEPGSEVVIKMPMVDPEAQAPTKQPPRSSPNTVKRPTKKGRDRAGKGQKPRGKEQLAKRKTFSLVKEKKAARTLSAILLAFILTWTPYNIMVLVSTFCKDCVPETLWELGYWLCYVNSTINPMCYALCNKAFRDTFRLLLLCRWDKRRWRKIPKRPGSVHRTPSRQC
CHO-K1 Ca ag – counter-screen for M1 agonists: effect in parental CHO-K1 cells. Fluo-8 calcium fluorescence; scaled to maximal ATP response, vehicle zero. activation, % at 3 µM. hit rate 0.48% among 360,000. AID 602248; in the data active = activation above about 15%;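 note: untransfected CHO-K1 host cells lacking M1 receptor as counterscreen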
TAAR1 ag – human TAAR1 agonism. activation, % at 3 µM. hit rate 0.99% among 360,000. CHO RD-HGA16 TAAR1, Fluo-8 calcium fluorescence; vehicle wells 0%, saturating PEA agonist 100%. AID 624467;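 active = activation above the mean activation of all test compounds in the run plus 3 SD, cut at about 38% in these data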
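Benchmarks: low control DMSO, high control PEA (EC100); System: CHO RD-HGA16 cells carrying human TAAR1 plus Gα16; Detection: Fluo-8 fluorescence, 5 s baseline then 140 s kinetic read; Schedule: 17-24 h plating, Fluo-8 75 min 37 °C, 30 min RT; Read-out basis: % activation from peak over basal fluorescence ratio, DMSO-to-PEA scaled.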
CHO parental Ca – counter-screen: ATP calcium response change in parental CHO cells. parental CHO-K1, ATP-induced calcium, Fluo-8 fluorescence. hit rate 0.63% among 330,000. AID 463079. inhibition, % at 5.6 µM;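 active = inhibition above that plate's mean sample inhibition plus 3 SD, cut at about 26% in these data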;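 note: 0% = ATP-challenged DMSO wells and 100% = DMSO wells without ATP; some compounds past the cut are filed as inactive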
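Material: Parental CHO cells | Reagent: ATP | Compound dosing: Single nominal dose of 5.6 µM per compound | Detection: Intracellular calcium via Fluo-8 no-wash fluorescent dye | Read-out: % inhibition of ATP-induced calcium mobilization | Benchmarks: Low control ATP plus DMSO, high control DMSO only | Replicates: Singlicate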
M1 PAM – positive allosteric modulators of human M1 muscarinic receptor; P11229; CHO-K1 hM1, Fluo-8 calcium fluorescence, ACh EC20; 0% = ACh EC20, 100% = maximal ACh; activation, % at 3 µM; hit rate 0.088% among 360,000; AID 588819; in the data active = activation above about 19%, passing the limit was not always enough
M1 ag – agonists of human M1 muscarinic receptor; P11229; activation, % at 3 µM; hit rate 0.33% among 360,000; AID 588814; CHO-K1 hM1, Fluo-8 calcium fluorescence, agonist mode; 0% DMSO, 100% acetylcholine EC100;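 active = activation above the run's mean compound activation plus 3 SD, cut at about 16% in these data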;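 note: peak over basal fluorescence ratio within a 140 s kinetic read after compound addition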
CHO-K1 Ca antag – nonselective inhibitor or artifact in parental CHO-K1 cells | hit rate 0.6% among 360,000 | ATP-induced calcium, Fluo-8 fluorescence | inhibition, % at 3 µM | AID 602250;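 active = inhibition above a per-plate cutoff, the plate's mean sample inhibition plus 3 SD, cut at about 24% in these data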;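 note: 0% = DMSO plus EC80 ATP and 100% = DMSO alone without ATP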
Active calls of the source: *; nt = not tested or not shown.

SMILES	CHO-K1 Ca PAM	TAAR1 antag	M1 antag	CHO-K1 Ca ag	TAAR1 ag	CHO parental Ca	M1 PAM	M1 ag	CHO-K1 Ca antag
COc1ccc(CCN(C)C(=O)C2CCCN(C3CCN(Cc4ccccc4)CC3)C2)cc1OC (stereo not given)	22	-20	-20	-0.5	-1	-15	15	-5	-15
O=C(NNS(=O)(=O)c1ccc(Br)cc1)c1sccc1-n1cccc1	10	-2	6	0.4	8	-18	-9	-6	1
CCOc1cc2[nH]c(=O)n(Cc3ccc(C(=O)NCCCN4CCC(C)CC4)cc3)c(=O)c2cc1OCC	2	-22	-1	-0.3	0	-7	2	-8	3
N#Cc1ccccc1COC(=O)CCCC1=NS(=O)(=O)c2ccccc2N1	12	-11	3	11	10	-4	-4	-1	-15
CCn1ccnc1CNC(=O)C1CCC(=O)N(Cc2cccc(C(F)(F)F)c2)C1 (stereo not given)	15	-16	0	1.7	7	-15	-2	-5	-19
O=C(O)c1ccc(-c2nc(-c3ccc(Cl)cc3Cl)cs2)cc1	-10	10	-4	-0.3	0	8	11	-1	6
CC(=O)Nc1ccc(C(=O)N(C)C(C(=O)Nc2ccccc2)c2ccccn2)cc1 (stereo not given)	26	-15	5	0.8	1	-3	-3	-4	-11
COc1ccc(C(=O)Nc2ccc(NC(=O)c3cccs3)c(OC)c2)cc1Cl	11	18	7	3.9	10	-16	1	-6	-8
Cc1cccc(NC(=O)/C(C#N)=C\c2cn(CC(=O)O)c3ccccc23)c1	-7	12	2	0.0	4	-14	-5	-3	-3
CCOC(=O)C(C(=O)Nc1ccc(C)cc1)C1CCCCC1 (stereo not given)	-3	-7	-10	-0.3	8	-14	11	-6	-1
Cc1ccc(C(=O)CSc2nnc(-c3ccccc3N)n2C)cc1C	5	16	-17	1.7	7	-22	-3	-5	3
Cc1ccc(NC(=S)/C(=C(\[O-])c2ccc(F)cc2)[n+]2ccccc2)cc1	-9	-7	0	0.0	2	-24	-2	-8	-4
CCOC(=O)CCc1cccc2c1CCC2=O	16	7	-9	0.4	7	-11	6	-3	-13
COc1ccc(-c2c(C#N)c(N)nc3c2CCCCCC3)cc1OC	15	3	-1	-0.1	2	-1	4	-7	1
COc1ccc(NC(=O)Nc2cccc(F)c2)c(OC)c1	9	-2	-4	0.5	1	8	3	-7	-2
O=C(COc1cccc(Br)c1)Nc1ccc(N2CCOCC2)cc1N1CCOCC1	4	5	8	0.7	3	-10	-1	-4	-14
O=C(Nc1nc2cc3c(cc2s1)OCCO3)c1ccc(N2C(=O)CCC2=O)cc1	-2	-7	-1	0.2	1	-5	0	-2	-11
CC(C(=O)Nc1cccc([N+](=O)[O-])c1)[n+]1ccccc1 (stereo not given)	6	7	-7	1.0	-1	-2	11	-10	-2
COc1ccc(OCC(=O)Nc2cc3oc4ccccc4c3cc2OC)cc1	24	nt	-5	1.0	nt	-6	5	-10	-8
C=CCN(C(=O)CCS(=O)(=O)c1cccc2nsnc12)c1ccccc1	11	-7	3	3.2	0	-20	-2	-6	-3
Cc1ccc(CSc2nnc(-c3ccncc3)n2CC2CCCO2)cc1 (stereo not given)	20	-5	-15	0.4	11	-8	10	0	-16
Cc1ccc(C(=O)Oc2ccc(-c3nnco3)cc2)o1	8	-1	1	0.2	0	-6	6	-5	-6
O=C(NNC(=O)c1cc2ccccc2o1)c1ccc(Cl)cc1	1	-12	-17	1.2	1	-21	13	0	-7
Cc1ccc(C)c(C(=O)CCC(=O)Nc2ccc(F)cc2)c1	16	-4	-9	0.2	0	2	10	1	-6
O=C(CNC(=O)c1cn2ccccc2n1)Nc1ccc(F)c(F)c1	11	-9	-13	0.6	2	-4	11	-2	-2
O=S(=O)(c1ccc(Cl)cc1)N1CCN(C(=S)Nc2ccccc2F)CC1	8	17	3	17*	5	-12	8	1	-4
Cc1nnc(SC(C)C(=O)Nc2ccc(N3CCOCC3)cc2)n1Cc1ccccc1 (stereo not given)	9	-13	-15	1.4	0	nt	13	-2	-4
CCS(=O)(=O)C(=C(Nc1ccc(OC)cc1)Nc1ccc(OC)cc1)S(=O)(=O)CC	5	-16	-9	-0.2	4	-4	11	-2	1
COc1cccc(C(C(=O)NC2CCCC2)N(CCC(C)C)C(=O)CCC(=O)Nc2cc(C)on2)c1 (stereo not given)	-6	2	-8	-0.1	2	-10	5	-2	-11
O=C(c1ccccc1)c1cccc(NC(=O)c2ccco2)c1	21	20	-7	0.9	1	13	4	0	-9
CCOc1cc(N2CCOCC2)c(OCC)cc1NC(=S)NCCCOC	-8	-16	-2	0.3	0	-2	4	2	-14
CC1(C)CC(=O)c2cn3nc(C(F)(F)F)nc3nc2C1	18	0	-7	0.7	11	-11	10	-7	-19
Oc1ccccc1C(=S)N1CCN(c2cccc(Cl)c2)CC1	4	24	-4	0.6	1	5	2	-6	-12
Cc1ccc(S(=O)(=O)Nc2ccccc2C(=O)Nc2nc(-c3ccc(F)cc3)cs2)cc1	5	75*	35	16*	4	26	-17	-1	26*
COc1ccc(S(=O)(=O)N2CCCCC2)cc1NC(=O)C1CC(=O)N(Cc2ccco2)C1 (stereo not given)	18	-30	-12	0.8	2	-16	3	-2	-14
CCOC(=O)c1cccc2c(=O)c(C(=O)c3ccc(Cl)cc3)c(C(=O)OC)[nH]c12	22	-12	-3	0.7	7	0	6	-10	-5
COc1nc(-c2ccccc2)cc(-c2ccccc2)n1	18	16	-21	0.0	10	-29	4	-2	-10
CCOc1ccc(N(CC(=O)Nc2cccc(N(C)S(C)(=O)=O)c2)S(=O)(=O)c2ccccc2)cc1	-2	13	-4	0.9	12	0	11	-4	11
CCOC(=O)C1CCN(C(=O)C2CCN(S(=O)(=O)c3ccc4ccccc4c3)CC2)CC1	-5	-32	-7	0.4	5	-19	-1	-5	-13
O=C(NCc1ccc2c(c1)OCO2)c1ccc(N2CCCCCC2)c([N+](=O)[O-])c1	-4	-3	2	-0.1	-1	-13	-7	-7	-2
Cc1cc[n+](CC(=O)N2CCCc3ccccc32)cc1	24	-7	-10	0.8	2	2	10	-13	-10
COc1ccccc1-c1nnc(SCc2nc3ccccc3s2)n1C	-18	-14	1	0.6	18	-27	15	-1	-1
CCOC(=O)c1cnc(-n2nc(C)cc2C)nc1N1CCOCC1	21	-2	1	0.6	2	-6	5	0	-8
CN(CC(=O)Nc1ccc(N2CCOCC2)cc1)C(=O)C1CCCC1	10	-1	-2	4.1	5	-1	2	-6	4
C=CCSc1nc(=O)n2ccccc2n1	22	1	-12	0.5	6	7	17	-14	-8
C=CCOC(=O)C1=C[C@H](c2ccccc2)[C@@H](CCCO)[C@H](OCC)O1	9	9	11	-0.3	5	-10	3	-1	-9
COc1cc(/C=C2\CCOC2=O)cc(OC)c1OC	-4	-7	0	0.0	-1	-3	0	3	-11
Cc1sc2ncn(CC(=O)N(C)C3CCCCC3)c(=O)c2c1C	-4	-17	-5	0.3	0	-11	-1	-2	-5
C[C@H]1COC[C@@H](C/C=C/c2ccccc2)N1c1ccccc1	2	-26	-17	-0.1	14	nt	14	3	-9
COc1ccccc1-n1c(SCC(=O)NC2CCCCC2)nc2c(c1=O)SCC2	15	-9	-15	-0.7	-2	-6	10	-2	7
CCCCn1c2ccc(C)cc2c2nnc(SCCN3CCCCC3)nc21	22	-5	27	1.5	0	nt	-23	-11	-15
Cc1nc(COc2ccc(C(=O)NCc3ccccc3CN3CCCCC3)cc2)cs1	11	-3	12	1.9	4	-13	-16	-8	-11
Cc1ccc(C(=O)NC2CCCC2)s1	3	-27	-5	6.9	-1	-2	7	-3	2
O=C(NC1CCCCC1)c1ccc(CS(=O)Cc2ccccc2Cl)o1 (stereo not given)	-4	-29	-8	1.1	2	-3	3	-2	-11
C=CCNc1nc(NCc2ccc(N(C)C)cc2)c2sc(-c3ccccc3)cc2n1	2	-1	-16	-0.2	1	nt	13	2	4
O=[N+]([O-])c1cccc(S(=O)(=O)Nc2ccc(-c3ccc(N4CCOCC4)nn3)cc2)c1	-10	-11	-7	1.3	4	-7	-1	-4	1
COc1ccc(S(=O)(=O)NC(N)=NCCc2ccccc2OC)cc1	11	-7	-9	0.0	30	-8	8	-7	-3
COc1cc(C(=O)NCC(=O)OCc2cc(=O)oc3c(C)c(C)ccc23)cc(OC)c1OC	25	3	-4	6.8	0	-28	6	-5	-11
CCN1CCc2nc(NC(=O)Cc3ccc4c(c3)OCCO4)sc2C1	-6	11	-5	-0.3	2	-10	6	-6	7
C/C(Cc1ccccc1)=N\NC(=O)CNC(=O)c1ccc(Cl)cc1Cl	7	-46	-5	-0.2	3	-8	-1	-7	-10

Following part.
SMILES	CHO-K1 Ca PAM	TAAR1 antag	M1 antag	CHO-K1 Ca ag	TAAR1 ag	CHO parental Ca	M1 PAM	M1 ag	CHO-K1 Ca antag
Cc1cc(C)n(CC(O)CN(c2ccccc2)S(=O)(=O)c2ccc3ccccc3c2)n1 (stereo not given)	21	4	-10	0.4	0	-29	-2	-4	0
O=C(NCc1ccccc1)C(c1ccc(F)cc1)N(C(=O)c1csnn1)C1CCCC1 (stereo not given)	0	12	1	3.7	10	-11	-7	0	-4
CC(=O)Nc1ccc(OCCC[n+]2ccccc2)cc1	-20	-24	17	-0.3	12	-7	-6	-3	6
CC1(C)CC(=O)C(C(c2ccc(Br)cc2)C2C(=O)CC(C)(C)CC2=O)C(=O)C1	20	14	-12	1.7	21	-9	4	-3	-7
CCOc1ccc(-c2nnc(SCC(=O)NC3CC3)o2)cc1	6	-4	-9	0.6	-2	-13	6	-4	-13
COC(=O)[C@@]1(C)[C@H]2C(=O)N(C)C(=O)[C@H]2[C@H]2CN=C(SCC(=O)c3ccccc3)N21	-4	0	-3	0.2	1	-5	8	0	-9
Cc1nnc(SCc2cc(=O)[nH]c(/N=C(\N)Nc3ccccc3Sc3ccccc3)n2)s1	19	7	-9	2.0	3	-24	10	-6	-21
CCCCn1c(N)c(N(CCC(C)C)C(=O)C2=COCCO2)c(=O)[nH]c1=O	-15	-25	-11	0.5	2	6	13	0	6

One compound at a time, as listed above:
Shown for `CCOC(=O)c1cccc2c(=O)c(C(=O)c3ccc(Cl)cc3)c(C(=O)OC)[nH]c12` = CHO-K1 Ca PAM: 22; TAAR1 antag: -12; M1 antag: -3; CHO-K1 Ca ag: 0.7; TAAR1 ag: 7; CHO parental Ca: 0; M1 PAM: 6; M1 ag: -10; CHO-K1 Ca antag: -5
Shown for `C=CCSc1nc(=O)n2ccccc2n1` = CHO-K1 Ca PAM: 22; TAAR1 antag: 1; M1 antag: -12; CHO-K1 Ca ag: 0.5; TAAR1 ag: 6; CHO parental Ca: 7; M1 PAM: 17; M1 ag: -14; CHO-K1 Ca antag: -8
